OX1R FRET antag: antagonists of human orexin 1 receptor (OX1R); actives 1.8% (n = 330,000); inhibition, % at 6.6 µM; OX1R-expressing cells, FRET antagonist read-out; in the data active = inhibition mostly above about 38%, no sharp cut-off; inactive = mostly below about 40%;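 also: 0% = agonist challenge alone and 100% = reference antagonist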
Target sequence (O43613 whole entry, looked up): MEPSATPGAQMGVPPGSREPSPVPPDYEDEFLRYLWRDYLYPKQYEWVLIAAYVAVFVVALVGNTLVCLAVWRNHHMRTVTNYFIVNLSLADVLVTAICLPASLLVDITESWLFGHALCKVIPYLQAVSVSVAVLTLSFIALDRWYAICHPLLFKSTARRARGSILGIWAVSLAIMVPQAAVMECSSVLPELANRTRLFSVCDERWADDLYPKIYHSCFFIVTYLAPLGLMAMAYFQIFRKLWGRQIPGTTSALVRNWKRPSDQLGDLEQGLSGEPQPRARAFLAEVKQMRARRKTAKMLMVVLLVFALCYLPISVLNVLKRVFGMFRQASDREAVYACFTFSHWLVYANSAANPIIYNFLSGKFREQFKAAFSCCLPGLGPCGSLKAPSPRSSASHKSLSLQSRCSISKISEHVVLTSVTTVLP
STK33 inh: inhibitors of human STK33 kinase; purified STK33, MBP phosphorylation, ADP-Glo luminescence; inhibition, % at 10 µM; actives 0.073% (n = 320,000); AID 2661;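 active = inhibition at or above 25%, using the most active replicate where run in duplicate; inactive = inhibition below 25%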
Target sequence (Q9BYT3 whole entry, looked up): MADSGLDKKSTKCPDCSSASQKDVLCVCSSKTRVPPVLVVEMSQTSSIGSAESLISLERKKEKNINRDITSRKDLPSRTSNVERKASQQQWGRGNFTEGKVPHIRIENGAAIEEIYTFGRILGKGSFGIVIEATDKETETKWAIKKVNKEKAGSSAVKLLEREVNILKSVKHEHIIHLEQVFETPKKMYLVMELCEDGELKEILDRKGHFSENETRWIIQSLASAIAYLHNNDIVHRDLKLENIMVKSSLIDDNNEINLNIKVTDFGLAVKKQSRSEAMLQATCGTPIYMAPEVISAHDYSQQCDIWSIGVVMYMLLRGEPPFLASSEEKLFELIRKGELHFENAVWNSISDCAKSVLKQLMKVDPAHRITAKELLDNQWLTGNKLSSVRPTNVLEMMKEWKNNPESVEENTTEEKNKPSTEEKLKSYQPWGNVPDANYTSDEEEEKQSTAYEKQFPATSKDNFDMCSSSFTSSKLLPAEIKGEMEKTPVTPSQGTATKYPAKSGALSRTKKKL
An asterisk follows results filed as active; / = not tested or not shown.

OX1R FRET antag	STK33 inh	smiles
16	-2.1	CCOc1ccc(C(=O)COC(=O)C2CCN(c3ccc(C(F)(F)F)cn3)CC2)cc1
7	-0.6	CC(C)N1CCN(Cc2ccncc2)CC1CCO (stereo not drawn)
6	-1.1	Cc1ccc2[nH]cc(CCNC(=O)C3CCCO3)c2c1 (stereo not drawn)
9	0.6	CC(C)CCn1nnnc1C(c1ccc(F)cc1)N1CCC(C(N)=O)CC1 (stereo not drawn)
8	-1.2	COc1ccc(S(=O)(=O)n2nc(C)c(S(=O)(=O)N3CCOCC3)c2C)cc1OC
20	-0.1	O=C(NCCOc1ccccc1)C1=CC=CN2CCS(=O)(=O)N=C12
14	-0.8	COc1ccc(CNS(=O)(=O)c2ccc3c(c2)CCN3C(=O)C2CC2)cc1
10	-0.3	COc1ccc(OC)c2nc(-c3cccnc3)ccc12

Other compounds.
OX1R FRET antag	STK33 inh	smiles
10	-1.0	CC(Sc1nccn1C)C(=O)Nc1ccccc1 (stereo not drawn)
19	-0.9	CCOC(=O)C1(C)C=C(Nc2cccc(OC)c2)C(=O)N1c1ccccc1 (stereo not drawn)
7	0.3	CCOC(=O)N1CCN(S(=O)(=O)c2cccc3cccnc23)CC1
11	-2.0	N#C/C(=C\c1ccc(Cl)cc1Cl)c1n[nH]c(Cn2cncn2)n1
14	-1.3	O=C(CSc1nnc(SCc2ccc(Cl)cc2)s1)N/N=C/c1c(Cl)cccc1Cl
15	-0.1	Cc1cc(C)c(C(CC(=O)c2cccs2)C(C#N)C#N)c(C)c1 (stereo not drawn)
1	-3.0	COc1ccc(-c2nc(CS(=O)(=O)CC(=O)NC3CCCCCC3)c(C)o2)cc1
5	0.3	COc1ccc(OC)c(-n2c(SC)nnc2-c2c[nH]c3ccccc23)c1

The last two entries of the part above lead into the next:
OX1R FRET antag	STK33 inh	smiles
1	-3.0	COc1ccc(-c2nc(CS(=O)(=O)CC(=O)NC3CCCCCC3)c(C)o2)cc1
5	0.3	COc1ccc(OC)c(-n2c(SC)nnc2-c2c[nH]c3ccccc23)c1
2	-0.2	COc1ccc(-c2n[nH]c(C(F)(F)F)c2-c2cc3ccccc3o2)c(O)c1
8	-3.7	O=C1C(=O)N(CCO)C(c2ccc(Br)cc2)/C1=C(\O)c1ccccc1 (stereo not drawn)
15	1.6	CN(c1ccc(O)cc1)S(=O)(=O)c1ccc2ccccc2c1
/	-1.1	CCCc1cc(=O)[nH]c(N2CCN(Cc3ccc4c(c3)OCO4)CC2)n1
3	-0.6	CC(Sc1nnc(C2CC2)n1C1CC1)C(=O)Nc1cccc(S(=O)(=O)N(C)C)c1 (stereo not drawn)
3	-0.7	COc1ccc(NS(=O)(=O)c2cccc(C(=O)NCC3(N4CCOCC4)CCCCC3)c2)cc1
14	-0.8	Nc1nnc(SCC(=O)NC2CCCCCCC2)s1
2	0.2	O=C(CSc1ncc(C(F)(F)F)cc1Cl)N1CCN(S(=O)(=O)c2ccc3ccccc3c2)CC1

Following part
OX1R FRET antag	STK33 inh	smiles
6	1.8	O=C(Nc1ccc(Cl)c(Cl)c1)C1CC(=O)N(c2ccc(Br)cc2)C1 (stereo not drawn)
26	-0.4	COc1cccc(-c2nc(-c3ccc(NC(=O)c4cccnc4)cc3)no2)c1
3	-1.2	Cc1sc2c(c1C)c(=O)n(-c1ccccc1)c1nncn21
16	-0.2	CC12CCC(=O)N1C(C(=O)N1CCN(S(=O)(=O)c3ccc(Br)cc3Cl)CC1)CS2 (stereo not drawn)
6	-0.3	COc1ccc(C(=O)NC(=S)NNC(=O)c2c(-c3ccccc3)noc2C)cc1OC
19	-0.4	CCOC(=O)C1(CCOc2ccccc2)CCN(Cc2ccncc2)CC1
11	-1.3	CCOc1cc(/C=N/Nc2nc(N3CCCC3)nc(N3CCCC3)n2)ccc1O
17	0.0	O=C(Nc1ccccc1N1CCCCC1)c1cccc(OC(F)F)c1

(continued)
OX1R FRET antag	STK33 inh	smiles
-5	-0.5	CSc1nc2sc3c(c2c(=O)[nH]1)CCC(C)C3 (stereo not drawn)
9	0.2	CC(C)=CC1C(C(=O)Nc2ccc(Br)cn2)C1(C)C (stereo not drawn)
9	-0.7	Cc1ccc(N(NC(=O)C(C)(C)O)C(=O)c2ccccc2)cc1C
10	-0.6	CCOC(=O)C1CCCN(S(=O)(=O)c2ccc(F)c(C(=O)Nc3ccc(F)c(F)c3)c2)C1 (stereo not drawn)
3	-1.3	CCOC(=O)c1ccc(N2CN(CCc3ccccc3)CNC2=S)cc1
0	0.3	Cc1oc(-c2ccccc2Cl)nc1CS(=O)CC(=O)NCc1ccc(Cl)cc1 (stereo not drawn)
17	-1.3	CCn1c(SCC(=O)NCCc2ccccc2)nnc1-c1cccs1
11	-0.9	CCOc1ccc(CCNC(=O)c2ccc(S(=O)(=O)N3CCCC3)cc2)cc1OCC

(continued)
OX1R FRET antag	STK33 inh	smiles
-1	0.9	Cc1ccc(S(=O)(=O)N2CCN(c3ccccn3)CC2)cc1
27	1.0	Cc1cc(NC(=O)c2ccc(C#N)cc2)n(-c2ccccn2)n1
2	2.0	Cc1ccc(C)c(NC(=O)N2CCCCCC2)c1
6	0.8	CCOC(=O)COc1c(OC)cc(Cl)cc1C1NC(=O)NC(C)=C1C(C)=O (stereo not drawn)
7	-1.2	CCCC1S/C(=N/N=C/c2cccs2)NC1=O (stereo not drawn)
76	1.0	O=c1cc(-c2ccco2)oc2c1ccc1ccccc12
6	0.7	C=CCn1ccc(O)c(Cc2ccc(Cl)cc2)c1=O
39*	0.3	Cc1ccc([C@H]2C(C(=O)O)=CC[C@@H](c3ccc(Cl)cc3)N2S(=O)(=O)c2ccc(C)cc2)cc1

Additional compounds follow:
OX1R FRET antag	STK33 inh	smiles
0	-0.6	COCCNC(=O)C(=O)NCC1OCCN1S(=O)(=O)c1cc(F)ccc1F (stereo not drawn)
18	0.3	CCOc1ccc2ccccc2c1/C=N/NC(=O)c1ccc(C)nc1
15	-0.4	CC(C)(C)c1nnc(NC(=O)CCn2cnc3ccccc3c2=O)s1
3	0.0	CC1CCCCN1CCNC(=O)c1ccc2c(c1)N(Cc1cccc(Cl)c1)C(=O)c1ccccc1S2=O (stereo not drawn)
5	0.6	NC(=O)c1c(NC(=O)CN2CCOCC2)sc2c1CCC2
5	-0.2	Cc1ccc(-n2ncc3c(=O)n(-c4ccc(C)c(C)c4)c(C)nc32)cc1
13	-0.4	OCCN1CCN(c2nc3ccccc3nc2-c2ccccc2)CC1
12	-1.5	CC(C)c1nnc(NC(=O)COC(=O)/C=C/c2ccc([N+](=O)[O-])cc2)s1

Some of these compounds in order of their number in STK33 inh, descending.
OX1R FRET antag	STK33 inh	smiles
5	0.6	NC(=O)c1c(NC(=O)CN2CCOCC2)sc2c1CCC2
18	0.3	CCOc1ccc2ccccc2c1/C=N/NC(=O)c1ccc(C)nc1
3	0.0	CC1CCCCN1CCNC(=O)c1ccc2c(c1)N(Cc1cccc(Cl)c1)C(=O)c1ccccc1S2=O (stereo not drawn)
5	-0.2	Cc1ccc(-n2ncc3c(=O)n(-c4ccc(C)c(C)c4)c(C)nc32)cc1
13	-0.4	OCCN1CCN(c2nc3ccccc3nc2-c2ccccc2)CC1
0	-0.6	COCCNC(=O)C(=O)NCC1OCCN1S(=O)(=O)c1cc(F)ccc1F (stereo not drawn)
12	-1.5	CC(C)c1nnc(NC(=O)COC(=O)/C=C/c2ccc([N+](=O)[O-])cc2)s1

More compounds:
OX1R FRET antag	STK33 inh	smiles
23	0.1	CC(C)CC(CC(C)C)=NNC(=O)c1ccc2c(c1)OCO2
10	0.6	O=C(Nc1c(C(=O)N2CCC(N3CCCCC3)CC2)oc2ccccc12)c1ccc(F)cc1
19	-0.6	CCCCOc1ccc(C(=O)N/C(=C\c2ccc([N+](=O)[O-])cc2)C(=O)OCc2ccco2)cc1
36	-3.3	CCOc1ccc(S(=O)(=O)NCc2ccc(C)cc2)c2cccnc12
13	3.6	CCSc1nc(O)c(C2OC(=O)c3c2ccc(OC)c3OC)c(=O)n1-c1ccccc1 (stereo not drawn)
16	-1.5	CCOC(=O)C(CC)Sc1nnc(COc2ccc(C)cc2)n1-c1ccccc1 (stereo not drawn)
9	-0.1	O=C(CSc1ncn(-c2ccccc2)n1)Nc1ccc(Br)cn1
7	-0.2	Cn1c(=O)[nH]c(=O)c2c1nc(N1CCN(Cc3ccccc3)CC1)n2CCCc1ccccc1

Later entries
OX1R FRET antag	STK33 inh	smiles
14	-0.9	CCOC(=O)N1CCC(O)(c2cc(C)c(C)cc2C)CC1
10	0.3	CSc1cccc(NC(=O)C(C)Sc2ccc(C)cc2)c1 (stereo not drawn)
6	-1.4	Cc1ccc(S(=O)(=O)Nc2cccc3ncccc23)cc1
1	-0.3	C=CCc1c(C)nc(SC)nc1Nc1ccc(C(=O)O)cc1
8	-1.0	COc1ccc(C(=O)NCC(=O)N2CCC(C)CC2)cc1OC
30	-0.3	Cc1cc(C)c(S(=O)(=O)N2CCCc3ccccc32)c(C)c1
14	-1.2	COc1ccccc1NC(=O)c1ccc(NS(=O)(=O)c2ccc(F)c(Cl)c2)cc1
14	0.0	COc1ccc(OCCCC(=O)Nc2cccnc2)cc1

Further entries.
OX1R FRET antag	STK33 inh	smiles
25	-1.0	CC(Nc1ccccc1)c1cc(Cl)ccc1O (stereo not drawn)
/	0.0	CCCCn1cnc2c(oc3ccccc32)c1=O
30	-0.4	Cc1ccccc1NC(=O)CSc1nc2c(c(=O)n(C)c(=O)n2C)n1C
30	-0.7	O=C(O)CCCNC(=O)/C(=C\C=C\c1ccccc1)NC(=O)c1ccccc1Cl
12	-1.7	CC(=O)Oc1cc(OC(C)=O)c2c(=O)c(-c3ccc4c(c3)OCCCO4)c(C)oc2c1
5	0.8	Cc1nnc(SCc2cc(=O)[nH]c(N3CCN(C)CC3)n2)s1
-2	-1.7	Cc1ccc(C2C(C(=O)c3cc4ccccc4o3)=C(O)C(=O)N2c2cc(C)on2)cc1 (stereo not drawn)
11	0.2	COc1ccc(-c2csc3ncnc(N4CCN(c5ccccc5OC)CC4)c23)cc1

(continued)
OX1R FRET antag	STK33 inh	smiles
12	1.6	Cc1scc(C(=O)Nc2ccon2)c1-c1ccccc1
14	-0.1	COc1ccccc1N1CCN(CCCCNC(=O)c2ccc3ccccc3c2)CC1
18	-0.7	CCCNC(=O)CN(C)S(=O)(=O)c1ccc(F)cc1
-3	-0.9	CCOC(=O)C1CCN(C(=O)c2cccc(N3C(=O)NC4CC3(C)Oc3ccc(C)cc34)c2)CC1 (stereo not drawn)
10	-1.2	O=C(NCCO)/C(=C/c1ccc(Br)cc1)NC(=O)c1cccs1
71*	-1.3	O=[N+]([O-])c1cnc2ccccc2c1
17	-1.0	C=CCN1C(=O)c2ccc(C(=O)OCC(=O)N3CCN(c4ccccc4)CC3)cc2C1=O
22	-0.3	CC(C)CCN1CCN(Cc2nc3c(s2)CCCC3)CC1CCO (stereo not drawn)

Exported with each value named: part of the list above.
mol: COc1ccccc1N1CCN(CCCCNC(=O)c2ccc3ccccc3c2)CC1
  OX1R FRET antag = 14; STK33 inh = -0.1
mol: C=CCN1C(=O)c2ccc(C(=O)OCC(=O)N3CCN(c4ccccc4)CC3)cc2C1=O
  OX1R FRET antag = 17; STK33 inh = -1.0
mol: CCCNC(=O)CN(C)S(=O)(=O)c1ccc(F)cc1
  OX1R FRET antag = 18; STK33 inh = -0.7
mol: CC(C)CCN1CCN(Cc2nc3c(s2)CCCC3)CC1CCO (stereo not drawn)
  OX1R FRET antag = 22; STK33 inh = -0.3

Remaining list, next part
OX1R FRET antag	STK33 inh	smiles
9	-1.1	Cc1cccc(CN2C(=O)[C@@H]3Cc4c([nH]c5ccccc45)C(C)(C)N3C2=O)c1
16	-1.0	CCN(CC)S(=O)(=O)c1cccc(C(=O)NCC(=O)OCC(=O)NCc2ccccc2)c1
41	-0.1	CC(OC(=O)CC(NC(=O)c1ccccc1Cl)c1ccccc1)C(=O)Nc1cccc(Cl)c1Cl (stereo not drawn)
1	-1.1	CC(=O)N1CCN(S(=O)(=O)c2cccc(C(=O)NC3CC3)c2)CC1
17	3.3	O=C(COC(=O)c1ccco1)c1ccc(Cl)cc1
4	-0.3	CCOc1ccc(C(=S)N2CCOCC2)cc1
8	0.5	CC1Cc2cc(S(=O)(=O)NCCC(=O)NCc3ccc(F)cc3)ccc2N1C(=O)C1CC1 (stereo not drawn)
9	-1.8	COc1ccc(NC(=O)CSc2nnc(N)s2)cc1

More records.
OX1R FRET antag	STK33 inh	smiles
38	-2.1	Cc1ccc(NC(=O)COC(=O)COc2ccc(Cl)cc2C)c([N+](=O)[O-])c1
29	-0.5	Cc1ccc(C)c(S(=O)(=O)N2CCCC2CNC(=O)C(=O)NC2CCCC2)c1 (stereo not drawn)
17	-0.6	COc1ccc(Nc2cc(=O)oc3ccccc23)cc1
1	-0.1	CC1CCCCC12NC(=O)N(CC(=O)Nc1ccc3c(c1)OCCCO3)C2=O (stereo not drawn)
16	1.0	CCOC(=O)c1nc(Nc2ccc(N3CCC(C)CC3)cc2)c2ccccc2n1
6	-1.2	COC(=O)c1c(-c2ccccc2OC)sc2ccccc12
14	-0.9	CC1CN(C(=O)c2ccc3c(c2)OCO3)CC(C)O1 (stereo not drawn)
4	0.6	COc1ccc(OC)c(/C=C/C(=O)OCC(=O)N2CCCC2)c1

Next entries.
OX1R FRET antag	STK33 inh	smiles
4	-1.1	O=C(NCCN1CCN(c2ccccc2)CC1)c1cccn2c(=O)c3cc(Cl)ccc3nc12
21	0.0	Cc1ccc(/C=N/Nc2ccc(Cl)nn2)cc1
12	0.9	COc1ccc(/C=N/NC(=O)c2cccnc2)cc1CN1CCN(c2ccc(F)cc2)CC1
18	0.3	O=C(/C=C/c1cccc([N+](=O)[O-])c1)N1CCN(S(=O)(=O)c2cccs2)CC1
6	1.6	O=[N+]([O-])c1ccccc1OC/C(=N\O)c1ccccc1
5	-0.5	COc1cccc(NC(=O)CCNC(=O)c2ccccc2Cl)c1

Bioassay records from PubChem BioAssay.
